# RAD52 anneal inh – inhibitors of human RAD52 DNA annealing. P43351. recombinant RAD52 DNA annealing, FRET fluorescence. AID 651710. inhibition, % at 18.7 µM. hit rate 0.46% among 360,000;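 active = every replicate showing at least 50% inhibition; inconclusive = mean inhibition at least 50% but not in every replicate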
# Target sequence (P43351 whole entry, looked up): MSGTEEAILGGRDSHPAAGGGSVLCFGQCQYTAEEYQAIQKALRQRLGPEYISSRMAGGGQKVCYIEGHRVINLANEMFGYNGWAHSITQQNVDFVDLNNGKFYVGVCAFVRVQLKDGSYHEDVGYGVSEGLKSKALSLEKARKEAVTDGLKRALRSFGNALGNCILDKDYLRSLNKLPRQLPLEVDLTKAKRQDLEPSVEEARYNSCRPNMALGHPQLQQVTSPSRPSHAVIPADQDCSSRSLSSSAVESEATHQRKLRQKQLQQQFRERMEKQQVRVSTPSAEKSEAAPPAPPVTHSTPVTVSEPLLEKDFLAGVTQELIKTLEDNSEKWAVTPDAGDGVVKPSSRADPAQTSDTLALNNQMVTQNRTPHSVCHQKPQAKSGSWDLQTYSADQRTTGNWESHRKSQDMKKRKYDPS
# CASP6 VEID inh – inhibitors of human caspase-6; P55212; purified caspase-6, Z-VEID-R110 cleavage fluorescence; inhibition, % at 12.5 µM; hit rate 0.53% among 350,000; AID 686996;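 active = mean inhibition across replicates at least about 35%, with every replicate also reaching that limit, limit read from the data; inconclusive = only one of the two criteria met; inactive = neither criterion met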;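 also: 0% = median of neutral control wells and 100% = no fluorescence left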
# RAD54 inh – RAD54 (human) branch migration inhibition | Q92698 | RAD54 Holliday junction branch migration, FAM/BHQ fluorescence | AID 602329 | inhibition, % at 10.4 µM | hit rate 0.14% among 360,000;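 active = mean normalized replicate activity at least 40 and at least half of replicates scoring 40 or more; inconclusive = only one of the two criteria met; inactive = mean below 40 and under half of replicates reaching 40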;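 also: 0% = median of neutral control wells and 100% = median of positive control wells; inhibitors cause a drop in the FAM fluorescence signal; in these data hits start at about 50%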
# ERp5 block – ERp5 (human) disulfide isomerase inhibition. ERp5 insulin aggregation, absorbance 650 nm, 90 min. inhibition, % at 9.99 µM. Q15084. hit rate 0.05% among 350,000. AID 651711;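 active = mean replicate inhibition above about 25%, with every replicate also reaching it, limit read from the data, passing the limit was not always enough; inconclusive = only one of those two criteria met; inactive = neither criterion met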
# esBAF inh – inhibitors of esBAF chromatin remodeling in mouse ES cells | Bmi1-luciferase knock-in reporter, 24 h; 100% = twice the neutral-well signal | reporter increase, % at 12.5 µM | hit rate 2% among 350,000 | AID 602393; in the data active = activation above about 40%; inconclusive = no clear call, values can overlap the other calls;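 also: 0% = median of the plate's neutral control wells and 100% = double that signal; a rise in the Bmi1 reporter signal indicates esBAF inhibition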
# E-sel inducer – induces E-selectin expression in human endothelial cells | HUVEC E-selectin immunofluorescence imaging; normalized: neutral wells 0, TNF-alpha wells 100 | hit rate 0.37% among 260,000 | P16581 | activation, % at 7.58 µM;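 active = mean E-selectin-positive cell signal at least 10% of the positive control, reached in at least 60% of replicates, without over 20% cell loss; inconclusive = no rule given, readout overlaps actives, possibly toxicity-flagged; inactive = the rest, including those meeting only one limit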;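 also: in these data hits start at about 27%; measured in HUVEC primary endothelial cells; signal is the percent of cells scored E-selectin positive by PE staining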
# Target sequence (P16581 whole entry, looked up): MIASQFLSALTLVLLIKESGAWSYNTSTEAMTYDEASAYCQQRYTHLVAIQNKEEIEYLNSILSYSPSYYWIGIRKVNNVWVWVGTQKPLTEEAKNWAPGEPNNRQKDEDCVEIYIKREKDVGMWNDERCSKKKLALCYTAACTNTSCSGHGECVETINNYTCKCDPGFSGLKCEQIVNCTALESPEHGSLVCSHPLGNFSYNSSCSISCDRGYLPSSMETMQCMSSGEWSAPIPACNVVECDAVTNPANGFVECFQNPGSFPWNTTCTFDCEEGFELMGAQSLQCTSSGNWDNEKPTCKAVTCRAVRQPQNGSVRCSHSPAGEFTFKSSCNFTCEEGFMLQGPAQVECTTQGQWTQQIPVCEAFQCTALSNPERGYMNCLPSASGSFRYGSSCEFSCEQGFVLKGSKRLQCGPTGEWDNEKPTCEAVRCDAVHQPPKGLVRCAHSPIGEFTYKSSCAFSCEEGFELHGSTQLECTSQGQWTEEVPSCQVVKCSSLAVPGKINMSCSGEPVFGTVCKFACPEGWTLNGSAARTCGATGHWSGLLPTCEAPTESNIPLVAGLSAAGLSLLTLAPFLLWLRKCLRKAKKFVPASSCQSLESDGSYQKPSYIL
#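 assay system = HUVEC, human umbilical vein endothelial cells | input = 3,000 HUVEC seeded per well | medium = EGM-2 growth medium on 0.1% gelatin-coated wells | dosing = one compound dose added by pin transfer | signal = immunofluorescence imaging | read-out basis = % PE-positive cells | control set = TNF-alpha, DMSO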
# PglD inh – inhibitors of Campylobacter jejuni PglD acetyltransferase | purified PglD enzyme, DTNB colorimetric CoA detection | inhibition, % at 12.5 µM | hit rate 0.098% among 360,000; in the data active = inhibition above about 16%, passing the limit was not always enough; inconclusive = no clear call, values can overlap the other calls; also: strong numbers were not always called active
# ARNT TACC3 PPI – disrupts binding between human ARNT and TACC3; hit rate 0.66% among 390,000; AID 623870; AlphaScreen His-ARNT PAS-B/GST-TACC3 binding, luminescence; TACC3 fragment carries E629A point mutation; Q9Y6A5; inhibition, % at 9.99 µM;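 active = mean inhibition of replicates at least 50% and at least half of replicates each reaching 50%; inconclusive = half or more replicates reach 50% but mean below 50%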;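 also: 0% = complete ARNT plus TACC3 wells and 100% = ARNT alone without TACC3; many hits fall short of the cut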
# * hit, by the source's call; ? = inconclusive; . = not tested or not shown; & = joins results of further samples.
SMILES,RAD52 anneal inh,CASP6 VEID inh,RAD54 inh,ERp5 block,esBAF inh,E-sel inducer,PglD inh,ARNT TACC3 PPI
CC(=O)Nc1ccc2c(c1)ncn2-c1ccc(C)cc1,2.5,-0.9,.,-0.4,.,-1.3,.,-0.1
C/C=C/c1ccc([C@H]2[C@H](CO)N(C(C)=O)[C@H]2CN(C)C(=O)CN(C)C)cc1,.,.,-13.2,.,1.3,0.1,1.1,-3.9
CCCCNC(=O)COC(=O)c1ccc(Cl)c(S(N)(=O)=O)c1,.,.,10.4,.,1.6,.,-2.3,-4.8
COc1ccc(N2CCN(C(=S)Nc3ccc(F)cc3)CC2)cc1,-26.7,-2.4,-10.5,-0.3,3.3,.,-0.5,-1.6
O=C(C[C@H]1CC[C@@H](NC(=O)C2CCOCC2)[C@H](CO)O1)Nc1ccccc1,2.8,2.5,.,-0.3,.,0.0,.,.
O=C(c1ccc(OCCN2CCCCC2)cc1)c1c(-c2ccc(O)cc2)sc2cc(O)ccc12,5.4&27.2,-0.8,-4.6&-5.4,7.1&1.4,-9.5&-13.4,0.2&-0.1,-0.4&2.9,2.8&3.0
Nc1nn(-c2cccc(F)n2)cc1-c1ccccc1,-23.9,-1.5,10.4,-3.6,7.2,.,5.2,1.5
CCc1n[nH]c(=S)n1/N=C/c1c(C)nn(-c2ccccc2)c1Cl,-7.6,-4.3,7.7,-3.0,-7.1,-0.8,-0.8,3.7
CO[C@H]1CN(C)C(=O)c2cc(NC(=O)c3ccc4c(c3)OCO4)ccc2OC[C@@H](C)N(CCC(F)(F)F)C[C@H]1C,-13.0,-0.8,-3.8,-0.8,-6.6,0.1,-0.8,8.0
O=C(/C=C/c1ccc(Br)o1)NC(c1ccccc1)c1ccccc1,-68.2,-2.7,1.9,-3.3,.,-1.4,-3.6,-1.5
O=C(COC(=O)c1cn(-c2ccccc2)nc1-c1ccccc1)Nc1ncc(Cl)cc1Cl,-99.3,13.0,-15.3,5.5,8.7,0.7,0.5,1.1
Cc1ccc(S(=O)(=O)Nc2ccc3c(c2)C(=O)N([C@H](C)CO)C[C@H](C)[C@H](CN(C)Cc2ccc(C(=O)O)cc2)O3)cc1,6.3,0.4,-9.3,.,-2.0,0.1,2.0,-5.3
Cc1cc(C)cc(OCC(=O)Nc2ccc3c4c(cccc24)CC3)c1,.,.,2.0,.,1.1,.,2.1,-3.6
Cc1nn(C)c(C)c1NC(=O)COc1ccc(Cl)cc1,-7.8,2.3,-4.3,-5.5,1.9,-1.8,-3.4,-0.3
Clc1cccc(Cl)c1Cn1ccc(C2CC2)n1,-21.2,1.3,.,-3.4,.,0.9,.,-7.0
COc1ccc(CCN2CC(C(=O)Nc3cc(F)ccc3F)CC2=O)cc1OC (centres undefined),14.4,-106.0,-10.9,4.3,-3.2,.,-4.4,-0.2
O=C(Nc1cccc(Cl)c1)c1ccc(S(=O)(=O)NCC2CCCO2)cc1 (centres undefined),0.1,-1.2,-2.0,-3.0,1.7,0.1,-0.5,-27.7
O=C(NCCn1c(-c2ccncc2)nc2ccccc21)[C@H]1CCCN1c1nc(CN2CCCCC2)cs1,-10.6,-12.3,-1.5,-3.4,-2.4,-0.2,2.1,-17.8
Cc1csc(SCC(=O)Nc2ccccc2[N+](=O)[O-])n1,3.4,-1.2,.,-3.6,8.7,-0.4,.,-3.3
S=C(NCCCNC(=S)Nc1ccccc1)Nc1ccccc1,.,.,-8.9,.,-0.2,.,-1.4,6.3
Cc1cccc(Cl)c1OCCCCn1ccnc1,.,.,-2.6,.,-4.8,.,0.1,29.6
C[C@H]1CN([C@@H](C)CO)C(=O)c2cc(NC(=O)NC3CCCCC3)ccc2O[C@@H]1CN(C)S(C)(=O)=O,-1.2,0.3,-8.7,-1.6,-0.1,0.0,0.0,14.8
C[C@H](CO)N1C[C@H](C)[C@H](CN(C)S(=O)(=O)c2ccccc2)Oc2ccc(NC(=O)Cc3cn(C)c4ccccc34)cc2C1=O,-26.1,1.4,-2.3,2.1,3.2,.,3.3,5.5
CCC1CCCCN1CCCNC(=O)c1ccc2c(c1)N(Cc1ccc(F)cc1)C(=O)c1ccccc1S2=O (centres undefined),1.0,-5.3,3.3,3.0,-5.0,5.3,1.5,0.8
CCCC#Cc1cnc2c(c1)C(=O)N([C@@H](C)CO)C[C@@H](C)[C@H](CN(C)C(=O)CCN1CCCCC1)O2,4.2,6.0,3.7,1.7,-0.1,0.2,0.2,2.0
C[C@@H]1CN([C@@H](C)CO)C(=O)c2cc(C#CCN(C)C)cnc2O[C@@H]1CN(C)Cc1cccc(C(=O)O)c1,-31.7,-1.6,2.1,-4.6,-1.4,.,-0.1,-8.2
COc1ccc(CC(C)N2CCN(c3cccc(C(F)(F)F)c3)CC2)cc1OC (centres undefined),.,.,2.0,.,-4.8,.,0.0,2.8
O=c1c(-c2ccccc2)coc2cc(O)ccc12,-5.6,6.4,16.9,1.0,?,.,4.7,-4.0
COc1ccc(N(C(=O)CNC(=O)c2ccco2)C(C(=O)NC2CCCC2)c2cccnc2)cc1 (centres undefined),-11.5,-1.1,1.2,-1.1,-1.3,.,-7.0,-4.6
Cc1nnc(SCC(=O)N2CCC(Cc3ccccc3)CC2)n(N)c1=O,.,.,-0.5,.,0.5,.,1.9,-7.8
CCc1nc(Cl)c(C#N)c2c1CSC(C)(C)C2,-9.4,-1.2,.,-3.5,.,1.0,.,1.8
CCOC(=O)CC1COCCN1C(=O)c1cc(COc2ccc(F)cc2Cl)on1 (centres undefined),-6.6,2.2,7.3,2.1,13.5,-4.2,-5.9,-11.2
CCN(CC)C(=O)CSc1nc2sc(C)c(C)c2c(=O)[nH]1,.,.,-2.3,.,-6.6,.,8.8,-3.5
COC(=O)CCC(=O)N1CCCC(CO)(Cc2ccccc2F)C1 (centres undefined),-8.5,-2.0,1.7,6.4,-6.5,0.1,2.5,21.0
CCc1ccc2[nH]c3nc(SCC(=O)NCC4CCCO4)nnc3c2c1 (centres undefined),-5.8,0.3,0.2,-1.5,12.3,-0.2,-3.1,0.9
Cc1ccc(C(=O)O/N=C2\CC3CCC2(C)C3(C)C)cc1 (centres undefined),.,.,-6.2,.,-9.0,.,5.7,-1.1
COc1cccc(N2CCN(C3CC(=O)N(c4cccc(Cl)c4)C3=O)CC2)c1 (centres undefined),.,.,6.0,.,0.0,.,-8.8,-7.8
O=C(Cc1ccccc1[N+](=O)[O-])N1CCc2ccccc2C1,-19.9,0.1,.,-4.0,.,.,.,-0.3
Cc1ccc(Nc2nc(N)nc(CCl)n2)c(C)c1,-10.4,0.6,.,-4.8,.,.,.,3.7
N/C(=N\OC(=O)c1ccc(Cl)cc1Cl)c1ccncc1,-5.6,-1.2,.,5.0,.,0.0,.,30.3
CSCCC(NC(=O)c1ccccc1)C(=O)NCC(C)(C)N1CCOCC1 (centres undefined),-2.0,-2.3,-1.8,3.3,-4.8,.,.,-1.5
COc1ccc(N2C(=O)CC(NNC(=O)c3ccco3)C2=O)cc1 (centres undefined),-0.1,-0.4,-7.6,6.1,-3.4,-0.2,-0.4,2.6
C=CCC(C(=O)NC(C)c1ccccc1)C(=O)NC(C)c1ccccc1 (centres undefined),-6.4,2.9,1.1,3.5,-4.0,0.7,-6.5,-9.1
COC(=O)c1ccc(CSc2nc(-c3ccco3)cc(C(F)(F)F)n2)o1,.,.,-4.2,.,-8.1,.,-3.4,-8.9
O=S(=O)(NCc1csc(-c2cccnc2)n1)c1ccc(Cl)s1,-68.5,-1.8,-11.6,4.3,-6.1,0.0,1.6,2.0
C=CCNC(=O)C1CCN(S(C)(=O)=O)CC1,.,.,-6.0,.,-2.0,1.6,1.9,0.0
CN1C(=O)c2cc(NC(=O)c3ccc4c(c3)OCO4)ccc2OC[C@@H]2O[C@H](CC(=O)O)CC[C@H]21,-0.7,2.0,-0.5,0.3,1.8,0.4,-3.4,0.0
Cc1cc(NC(=O)c2ccc(OCC3CCCO3)cc2)ccc1Br (centres undefined),-6.4,-0.5,3.7,0.4,70.6*,.,2.0,.
Cc1noc(C)c1S(=O)(=O)Nc1ccc2c(c1)C(=O)N([C@H](C)CO)C[C@@H](C)[C@H](CN(C)C(=O)Nc1cccc3ccccc13)O2,-4.2,7.1,9.6,5.3,-1.3,-1.0,0.7,6.7
Cc1cccc(NC(=O)c2ccc(S(=O)(=O)N(C)C)cc2)n1,.,.,-6.0,.,49.4*,.,3.5,15.0
Cc1cc(=O)cc(C)n1-c1ccccc1N1CCOCC1,.,.,6.5,.,4.3,.,1.7,-8.1
Cn1cc(/C=C(\NC(=O)c2ccccc2)C(=O)NCCCn2ccnc2)c2ccccc21,-7.8,-3.8,-8.5,1.5,1.3,-0.2,4.6,.
OC(COc1ccc(F)cc1Cl)CN1CCc2ccccc2C1 (centres undefined),0.0,-2.8,-10.4,4.8,-6.3,7.3,-1.4,.
C[C@H]1CN([C@@H](C)CO)C(=O)CCCn2nncc2CO[C@H]1CN(C)C(=O)Nc1ccc(C(C)(C)C)cc1,6.1,6.9,0.4,-1.1,5.8,-0.1,-2.9,1.5
COCCNC(=O)[C@H]1[C@H](CO)[C@H]2Cn3c(ccc(-c4ccc(F)cc4)c3=O)[C@@H]1N2C(=O)NC(C)C,-5.2,0.0,-2.8,-3.5,-3.2,0.2,5.2,0.7
C[C@H](CO)N1C[C@H](C)[C@@H](CN(C)Cc2cccnc2)OCc2cnnn2CCCC1=O,4.2&-8.6,-10.2&-1.1,-3.9&-4.0,-6.2&3.0,-5.2&-2.3,0.2,2.3&1.5,1.2
C[C@H](CO)N1C[C@H](C)[C@@H](CN(C)C)Oc2ccc(NC(=O)Nc3ccccc3)cc2CC1=O,-15.7,-2.3,-4.3,-4.7,-4.1,-6.7,1.2,0.4
CCCCNC(=S)NCC(c1ccccc1)c1c[nH]c2ccccc12 (centres undefined),-20.1,-2.8,-5.8,3.5,0.4,0.0,6.7,7.9
Cc1ccc(Cn2c(=N)c(C(=O)NCC3CCCO3)cc3c(=O)n4cccc(C)c4nc32)cc1 (centres undefined),4.8,2.3,24.1,8.5,-1.9,.,-0.4,-2.1
CC1(C)CC(=O)C(/C=N/c2ncccc2C(=O)O)=C(O)C1,.,.,9.9,.,-1.1,.,-0.5,-8.6
Cc1cc(C)c2c(CN3CCN(Cc4ccc5c(c4)OCO5)CC3)cc(=O)oc2c1,.,.,7.9,.,-9.7,.,1.7,-0.3
O=C(Nc1ccccc1C(=O)NCC1CCCO1)c1ccccc1 (centres undefined),.,.,-0.5,.,-1.2,.,-1.9,2.2

# 3 compounds from above, ordered by formula weight, falling:
SMILES,RAD52 anneal inh,CASP6 VEID inh,RAD54 inh,ERp5 block,esBAF inh,E-sel inducer,PglD inh,ARNT TACC3 PPI
COCCNC(=O)[C@H]1[C@H](CO)[C@H]2Cn3c(ccc(-c4ccc(F)cc4)c3=O)[C@@H]1N2C(=O)NC(C)C,-5.2,0.0,-2.8,-3.5,-3.2,0.2,5.2,0.7
C[C@H](CO)N1C[C@H](C)[C@@H](CN(C)C)Oc2ccc(NC(=O)Nc3ccccc3)cc2CC1=O,-15.7,-2.3,-4.3,-4.7,-4.1,-6.7,1.2,0.4
CC1(C)CC(=O)C(/C=N/c2ncccc2C(=O)O)=C(O)C1,.,.,9.9,.,-1.1,.,-0.5,-8.6

# High-throughput results deposited in PubChem by Broad Institute.
